# HEK293 NOD2/NF-kB: NOD2 signaling inhibitors, cell-based, luminescence, uHTS, HEK293 (AID 1566); HEK293 NOD2/NF-kB luciferase reporter, luminescence; higher % means a stronger effect; inhibition, % at 4 µM, or EC50 in µM where a hit was titrated; 290,000 tested, 0.63% active; further: many of its hits are not listed in these tables
# Myeloid diff 2: promotes myeloid progenitor differentiation | ER-HoxA9 myeloid progenitors, lysozyme-GFP differentiation, flow cytometry | calls only at 10 µM | 360,000 tested, 1% active | AID 624256;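 active means normalized GFP-positive differentiation at or above the plate's own cutoff, the solvent-only control mean plus 3 SD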;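 further: cells exposed to compound for four days before flow analysis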
# GPR55 beta-arrestin: GPR55 agonists via beta-arrestin recruitment, primary screen, imaging, U2OS cells, beta-arrestin-GFP redistribution (AID 1961); 290,000 tested, 0.048% active; one-dose activation, % at 10 µM; EC50 in µM for titrated hits; U2OS GPR55 beta-arrestin-GFP redistribution imaging; higher % means a stronger effect;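 active means activation above 40% with more than 50 cells counted in the well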;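 further: U2OS osteosarcoma cells stably expressing GPR55 and beta-arrestin-GFP; plate controls were DMSO negative control for no effect and LPI positive control for full effect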
# T cell HTS: T cell immune modulators affecting CD8 T cell-vesicle binding | 2C CD8+ T cell-vesicle binding, flow cytometry; active compounds read low | AID 2052 | calls only at 7 µM | 330,000 tested, 0.068% active;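 active means response, share of CD8 T cells binding vesicles, and their 90th percentile fluorescence all below set limits, cut at about 80% in these data, passing the limit was not always enough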
#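 Material: 2C TCR transgenic mouse naive CD8+ T cells, MACS-purified. Also added: QL9-charged Drosophila Ld/ICAM-1/B7-1 vesicles. Timing: binding 1.5 h at 37 °C. Measured by: high-throughput flow cytometry with anti-B7-1 and anti-CD8 staining. Read-out: percent CD8+ FL2 mean versus row control. Controls: Unloaded micro-vesicles (low), QL9 vesicles with 0.7% DMSO (high).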
# KOR beta-arrestin-1: KOR antagonists, beta-arrestin recruitment, cell-based, luminescence, uHTS (AID 1778); one-dose inhibition, % at 10 µM; IC50 in µM for titrated hits; 290,000 tested, 0.091% active; KOR beta-arrestin recruitment, luminescence, antagonist mode; higher % means a stronger effect; further: strong numbers were not always called active
# GPR55 antagonists: inhibition of LPI-stimulated GPR55 beta-arrestin translocation – imaging, U2OS, beta-arrestin-GFP, LPI agonist, primary screen (AID 2013); U2OS GPR55 beta-arrestin-GFP translocation imaging, LPI antagonism; higher % means a stronger effect; inhibition, % at 10 µM, or IC50 in µM where a hit was titrated; 290,000 tested, 0.13% active;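 active means spots per cell inhibited over 60%, with over 100 cells counted and total cytoplasm intensity under 500,000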;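 further: U2OS cells stably carrying GPR55 and arrestin-GFP stimulated by 5 µM LPI near EC80; imaged beta-arrestin-GFP aggregate spots per cell after agonist stimulation; plate controls were LPI-stimulated DMSO wells for no effect and DMSO wells without LPI for full effect; some results filed as inactive read as strong as hits; confirmed hits need IC50 under 10 µM and bright autofluorescent wells are also inconclusive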
# KOR beta-arrestin-2: KOR agonists, beta-arrestin recruitment, primary screen, cell-based, luminescence, uHTS (AID 1777). KOR beta-arrestin recruitment, luminescence; higher % means a stronger effect. activation, % at 10 µM, or EC50 in µM where a hit was titrated. 280,000 tested, 0.02% active; in the data active means activation above about 50%, passing the limit was not always enough; further: a part of the inactive calls stands beside numbers as strong as those of hits
# NOD1 NF-kB reporter: NOD1 signaling inhibitors, primary screen, cell-based, luminescence, uHTS (AID 1578); NOD1-driven NF-kB luciferase reporter cells, luminescence; higher % means a stronger effect; inhibition, % at 4 µM, or EC50 in µM where a hit was titrated; 290,000 tested, 1% active; in the data active means inhibition mostly above about 36%, no sharp cut-off; inactive means mostly below about 34%;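 further: HEK-293T reporter cells stimulated with the NOD1 agonist gamma-tri-DAP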
# NTR1 ag: agonists of NTR1, primary screen, imaging, U2OS cells, beta-arrestin-GFP, high content (AID 493036); activation, % at 20 µM; P30989; NTR1-U2OS beta-arrestin-GFP spot imaging, agonist mode; 330,000 tested, 0.17% active;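 active means activation at or above 40% of the spot to cytoplasm intensity ratio, with at least 20 cells analyzed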;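 further: 0% = DMSO without peptide and 100% = 100 nM NTR1 peptide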
# Target sequence (P30989 whole entry, looked up): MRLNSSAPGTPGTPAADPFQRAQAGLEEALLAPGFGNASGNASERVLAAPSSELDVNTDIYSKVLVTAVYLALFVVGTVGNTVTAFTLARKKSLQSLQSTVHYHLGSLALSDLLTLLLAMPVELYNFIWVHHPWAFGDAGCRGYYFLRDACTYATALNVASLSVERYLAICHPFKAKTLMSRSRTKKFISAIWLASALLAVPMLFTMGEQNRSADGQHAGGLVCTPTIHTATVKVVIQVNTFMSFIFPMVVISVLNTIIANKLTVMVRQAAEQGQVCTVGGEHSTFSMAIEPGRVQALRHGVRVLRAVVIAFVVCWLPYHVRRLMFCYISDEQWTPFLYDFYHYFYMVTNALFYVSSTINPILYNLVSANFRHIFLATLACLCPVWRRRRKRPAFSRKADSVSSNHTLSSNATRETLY
# T cell HTS vesicle-bound %: recorded beside T cell HTS, whose call it bears; double positive events, %; measured here: CD8+ vesicle-bound cell fraction;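 binding gate set so that unloaded-vesicle control wells show 10% double positive cells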
# NTR1 ag cell count 20 µM: further read-out of NTR1 ag, marked with its call; cell count; measured here: cell count, cytotoxicity flag
# Myeloid diff 2 GFP+ MAC1+ %: also measured in Myeloid diff 2; calls as there; GFP+ MAC1+ double positive, %; measured here: differentiation confirmed by MAC1 staining
# Starred values were filed as active, the others as inactive; i = inactive; . = not tested or not shown; [ ] = another dose, or the depositor's remark. Unless noted, no stated cut-off is given here; in the data, active means inhibition above about 50%; inactive means the rest. This is a subset; count on the stated rates, not on these rows.
# Below each compound: HEK293 NOD2/NF-kB, Myeloid diff 2, Myeloid diff 2 GFP+ MAC1+ %, GPR55 beta-arrestin, T cell HTS, T cell HTS vesicle-bound %, KOR beta-arrestin-1, GPR55 antagonists, KOR beta-arrestin-2, NOD1 NF-kB reporter, NTR1 ag, NTR1 ag cell count 20 µM
- COc1cccc(C2/C(=C(\O)c3ccc4c(c3)OCCO4)C(=O)C(=O)N2Cc2cccnc2)c1 (stereo unspecified)
  12%, i, 0.0, 0.7%, i, 31, -24%, 8%, -1.2%, 5%, 0.3, 57
- CN(C)C(CNC(=O)c1cccs1)c1cccnc1 (stereo unspecified)
  3%, i, 3.5, -0.1%, i, 43, 5%, 16%, -2.9%, ., 1.2, 91
- OC(COc1cccc2ccccc12)CN1CCN(c2ccccc2)CC1 (stereo unspecified)
  -7%, i, 0.5, 0.0%, i, 26, 42%, -4%, 2.8%, -8%, 3.5, 58
- Nc1nonc1-c1noc(-c2ccc(Br)o2)n1
  -20%, i, 0.6, 0.2%, i, 45, 2%, -4%, 1.2%, 4%, -1.5, 82
- O=C(CSc1nnnn1-c1ccc(Cl)cc1)Nc1cccnc1Cl
  14%, i, 0.4, -0.3%, i, 48, -44%, -12%, 2.1%, -2%, 0.3, 60
- CCC(Oc1ccc2c(=O)c(-c3ccccc3OC)coc2c1)C(=O)OCc1ccccc1 (stereo unspecified)
  14%, i, 0.3, -0.3%, i, 48, -18%, 7%, 6.7%, -13%, ., .
- Cc1nn(C)c(C(=O)N2CCN(C(=O)c3ccco3)CC2)c1[N+](=O)[O-]
  -8%, i, 0.0, -0.2%, i, 42, -33%, 2%, -0.6%, -5%, -0.4, 34
- Fc1ccc(CN2C3=NCCN3c3ccccc32)cc1
  22%, i, 0.3, -0.3%, i, 53, 18%, 9%, 0.5%, 0%, 1.1, 46
- NC(=O)CC(NC(=O)c1ccccc1)c1ccc(N2CCN(c3ccccc3)CC2)c([N+](=O)[O-])c1 (stereo unspecified)
  22%, i, 1.8, -0.3%, i, 13, -24%[20 µM], 3%, -3.9%, -2%, -0.6, 83
- CC(=O)c1c(C)[nH]c(C(=O)Nc2ccc(C)c(S(=O)(=O)N(C)C)c2)c1C
  -115%, i, 0.6, -0.1%, i, 18, -66%, -13%, 4.9%, -63%, ., .
- Cc1nn(-c2ccccc2)c(Cl)c1C1C(C#N)=C(N)Oc2n[nH]c(C)c21 (stereo unspecified)
  11%, i, 0.1, 0.0%, i, 60, 0%, 7%, 3.8%, ., 3.5, 63
- O=C(c1ccccc1NS(=O)(=O)c1cccs1)N1CCCC1
  0%, i, 1.3, 0.1%, i, 26, 1%, 6%, -1.8%, -6%, 0.0, 86
- CCSc1nnc2ccc(-c3ccc(C)cc3)nn12
  -2%, i, 0.0, -0.1%, i, 34, 0%, 1%, -2.6%, -19%, 0.4, 66
- COc1ccc(C(=O)NC2c3ccccc3-c3ccccc32)cc1
  -4%, i, 0.3, 0.3%, i, 43, -24%, -11%, 1.6%, -18%, 0.4, 72
- CCc1c(C)c2ccc(OCC(N)=O)cc2oc1=O
  -9%, i, 0.6, -0.2%, i, 16, 4%, 0%, -1.7%, -13%, 1.2, 51
- Clc1ccc(-c2c[n+](Cc3ccc(Cl)cc3Cl)c3n2CCCCC3)cc1
  -6%, i, 0.2, -0.2%, i, 49, 38%, 8%, 2.7%, 20%, 1.9, 53
- Nc1ccccc1S(=O)(=O)c1ccccc1N
  14%, i, 0.5, -0.1%, i, 64, 7%, -8%, 18%, -12%, 0.5, 59
- C/C(N)=C(/C#N)C(=O)COC(=O)C1CSC2(c3ccc(F)cc3)CCC(=O)N12 (stereo unspecified)
  12%, i, 0.8, -0.2%, i, 12, 13%, 0%, -4.2%, -24%, 0.8, 58
- Cc1cc(NC(=O)CN2CCN(c3cccc(Cl)c3)CC2)no1
  0%, i, 0.3, 1.2%, i, 44, 15%, 0%, -1.4%, -32%, -0.4, 70
- COc1ccc(-c2ccc(SCC(=O)c3ccccc3)nn2)cc1OC
  -15%, i, 0.4, -0.2%, i, 35, -28%, -14%, -19%, -8%, 3.3, 55
- Cc1ccc(N(O)C(=O)NCCCCNC(=O)N(O)c2ccc(C)cc2)cc1
  -7%, i, 1.2, -0.1%, i, 13, -20%, 5%, 0.8%, -12%, -1.6, 46
- C=CCC(NCc1ccccc1)c1ccco1 (stereo unspecified)
  11%, i, 7.7, -0.2%, i, 23, 12%, 1%, 7.3%, -11%, 3.4, 85
- O=C1C2C3C=CC(CC3)C2C(=O)N1c1ccccc1 (stereo unspecified)
  11%, i, 0.5, 0.8%, i, 60, -35%[20 µM], 1%, -5.0%, -44%, -0.2, 66
- O=C1CN=C(Nc2ccccc2Cl)N1Cc1ccc2c(c1)OCO2
  -1%, i, 1.4, 1.7%, i, 22, 8%, 6%, -2.2%, -37%, -2.1, 70
- O=C(c1ccccc1)N1CCN(C(=O)c2nn3c(C(F)(F)F)cc(-c4ccco4)nc3c2Cl)CC1
  28%, i, 0.3, -0.1%, i, 46, 11%, 5%, -3.3%, 1%, -0.2, 58
- CC1=CC(C)(C)N2C(=O)C3(N=C(N)NC(Nc4ccccc4)=N3)c3cc(C)cc1c32 (stereo unspecified)
  -20%, i, 0.7, 0.1%, i, 42, -15%, 19%, -4.2%, -14%, -0.9, 56
- Cc1ccc2c(c1)C(=O)c1ccccc1CS2=O (stereo unspecified)
  11%, i, 0.6, -0.3%, i, 56, -4%, 9%, -2.5%, -9%, 0.7, 62
- Cc1ccc(Cn2cccc2/C=N/NC(=S)Nc2ccc(C)cc2)cc1
  -15%, i, 0.6, -0.3%, i, 29, 7%, 6%, 13%, -45%, 6.9, 58
- Cc1ccc(C2C(C#N)=C(N)SC(N)=C2C#N)cc1
  10%, i, 5.4, -0.2%, ., ., 8%, 0%, 8.2%, -8%, ., .
- COCCNc1cc(C)c(C#N)c2nc3ccccc3n12
  11%, i, 1.1, -0.4%, i, 22, -29%, -2%, -5.5%, 1%, -0.5, 57
- O=C(NCCCn1ccnc1)c1ccccc1NS(=O)(=O)c1ccc(F)c(F)c1
  3%, i, 6.8, 0.0%, i, 25, 23%, -8%, -3.4%, 10%, 1.2, 65
- CCN(CC)CCCNc1cc2n(c(=O)n1)CCc1cc(OC)c(OC)cc1-2
  6%, i, 0.5, 0.3%, i, 7, -8%, 1%, 10%, -3%, 0.3, 53
- COc1cccc(C2C(C#N)=C(N)OC3=C2C(=O)CC(c2ccco2)C3)c1OCc1ccc(F)cc1 (stereo unspecified)
  4%, i, 1.4, 0.3%, i, 41, 4%, -8%, 9.5%, 22%, 9.0, 51
- O=C(O)CSc1ncnc2c1sc1nc(-c3ccccc3)c3c(c12)CCC3
  37%, i, 0.6, 0.1%, i, 46, 20%, -1%, 6.2%, 0%, 4.4, 39
- CCOC(=O)c1c(NC(=O)c2cccc(N3C(=O)CCC3=O)c2)sc2c1CCN(CC)C2
  6%, i, 0.5, 0.0%, i, 30, 23%, 21%, -2.4%, -17%, -0.3, 71
- O=C(C1=C[C@H](c2coc3ccccc3c2=O)C[C@H](OCc2ccc(CO)cc2)O1)N1CCN(Cc2ccc3c(c2)OCO3)CC1
  -1%, i, 0.5, -0.2%, i, 24, -20%, 8%, 5.2%, -10%, -4.3, 102
- Cc1nc2nc(N)nn2c(C)c1C/C=C/c1ccccc1
  8%, i, 1.3, 0.1%, i, 62, -7%, 5%, -2.4%, -17%, -0.5, 62
- Cc1ccc(S(=O)(=O)n2[nH]c(=O)cc2N)cc1
  6%, i, 1.9, -0.1%, i, 59, 11%, -4%, -0.1%, -37%, -1.7, 76
- Cc1ccc(N2C(=O)C(NC(=O)c3ccccc3)(C(F)(F)F)C3=C2CC(C)(C)CC3=O)cc1 (stereo unspecified)
  13%, i, 0.9, 0.1%, i, 47, -30%, 5%, 3.3%, -20%, 4.3, 65
- CCOc1ccccc1NC(=O)CCCN1C(=S)NC(C)(C)CC1C (stereo unspecified)
  18%, i, 0.9, 1.3%, i, 51, 19%, 2%, 6.5%, -12%, 1.4, 54
- CC[C@H](C)/C=C(C)/C=C/C(=O)Cc1cc(O)c(C)c(O)c1C=O
  14%, i, 1.6, 8.8%, i, 44, 15%, 12%, 2.5%, 2%, 0.3, 95
- O=C(Cc1ccccc1)N/N=C/c1ccc(OCC(=O)Nc2ccccc2)cc1
  -11%, i, 0.5, 0.0%, i, 12, 23%, 1%, -4.1%, -18%, 17, 68
- CN(C)CCNc1cnn(-c2ccccc2)c(=O)c1Cl
  -13%, i, 0.0, -0.1%, i, 24, -14%, -12%, -4.7%, 27%, 1.3, 39
- CCCN(CCC)CCNC(=O)C1c2ccccc2C(=O)N2CCc3ccccc3C12 (stereo unspecified)
  3%, i, 0.3, -0.3%, i, 27, 0%, 4%, -13%, -8%, -0.2, 55
- CCN(CC)S(=O)(=O)c1ccc2c(c1)N(CC(=O)N1CCCC1)C(=O)CO2
  2%, i, 1.0, -0.1%, i, 31, 17%, 7%, -4.8%, -1%, -2.1, 82
- S=C(NC1CCCCC1)N1CCN(c2ncccn2)CC1
  11%, i, 0.2, -0.2%, i, 23, -16%, 6%, 0.3%, -4%, 1.0, 46
- CCOC(=O)c1c(C)[nH]c(N=Nc2ccccc2C)c1C
  -12%, i, 3.5, -0.2%, i, 16, -64%, 0%, -2.0%, -28%, 9.9, 54
- O=C(c1ccco1)N1CCN(S(=O)(=O)c2ccc(C3CCCCC3)cc2)CC1
  0%, i, 0.7, 0.6%, i, 8, 13%, 16%, 4.2%, 6%, 0.4, 66
- O=C(NCC1CCCO1)c1ccc[nH]1 (stereo unspecified)
  10%, i, 0.5, -0.1%, i, 10, 30%, 9%, 0.5%, -7%, -0.3, 80
- c1ccc(Cc2nnc(N3CCCCC3)c3ccccc23)cc1
  5%, i, 0.2, 0.1%, i, 24, 19%, -2%, -1.6%, 4%, 4.2, 34
- CC(C)CNC(=O)CC(c1ccccc1)c1ccccc1
  3%, i, 0.2, -0.1%, i, 53, 2%[20 µM], -4%, -2.3%, -10%, -0.6, 57

# Look-ups from the results shown.
# c1ccc(Cc2nnc(N3CCCCC3)c3ccccc23)cc1 | KOR beta-arrestin-1: 19%
# CCCN(CCC)CCNC(=O)C1c2ccccc2C(=O)N2CCc3ccccc3C12 (stereo unspecified) | Myeloid diff 2 GFP+ MAC1+ %: 0.3
